Screening results as filed in PubChem.
TRPV1 agonist: human TRPV1 agonism; AID 540275; TRPV1-expressing cells, Fluo-8 calcium influx, agonist mode; Q8NER1; activation, % at 8.33 µM; 0.19% of 320,000 active; in the data active = activation above about 80%; inconclusive = between about 30% and that limit; note: 0% is about no effect
Target sequence (Q8NER1 whole entry, looked up): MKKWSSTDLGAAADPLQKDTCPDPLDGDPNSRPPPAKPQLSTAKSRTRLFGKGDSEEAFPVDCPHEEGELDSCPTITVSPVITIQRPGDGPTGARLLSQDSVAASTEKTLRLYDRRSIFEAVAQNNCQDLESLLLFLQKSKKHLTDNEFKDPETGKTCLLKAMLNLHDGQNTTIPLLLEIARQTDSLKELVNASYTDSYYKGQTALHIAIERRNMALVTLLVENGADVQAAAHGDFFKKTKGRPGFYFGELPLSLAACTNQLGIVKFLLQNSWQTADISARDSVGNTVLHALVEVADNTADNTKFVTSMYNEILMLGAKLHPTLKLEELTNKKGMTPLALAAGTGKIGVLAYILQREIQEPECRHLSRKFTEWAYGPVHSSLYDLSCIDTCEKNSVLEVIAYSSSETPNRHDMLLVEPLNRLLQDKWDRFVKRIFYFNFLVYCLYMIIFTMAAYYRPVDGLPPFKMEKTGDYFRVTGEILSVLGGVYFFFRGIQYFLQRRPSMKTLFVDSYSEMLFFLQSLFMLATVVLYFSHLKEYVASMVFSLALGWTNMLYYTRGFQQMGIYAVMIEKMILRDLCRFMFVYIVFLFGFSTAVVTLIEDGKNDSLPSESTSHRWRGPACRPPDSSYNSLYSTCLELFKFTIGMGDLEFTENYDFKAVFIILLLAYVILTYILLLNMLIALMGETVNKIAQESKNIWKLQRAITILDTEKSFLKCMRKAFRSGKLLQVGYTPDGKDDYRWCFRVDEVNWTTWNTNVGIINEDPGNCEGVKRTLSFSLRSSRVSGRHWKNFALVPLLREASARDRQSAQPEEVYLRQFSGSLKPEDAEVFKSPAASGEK
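TRPV1-expressing cells were cultured overnight at 35.5C and loaded with Fluo-8 calcium dye for 40 to 90 min at room temperature. After a 10 s baseline, compound was added and calcium influx was read kinetically for 3 min (ex 480/em 520 nm).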
p53 reactivator: restores transcriptional activity of mutant p53. H1299 p53-A138V BP100-luciferase reporter, luminescence, 24 h. Potency, µM (top dose mostly 92.2 µM), without a hit: top-dose activity change, positive = activation, hits mostly activators. 0.063% of 320,000 active; note: potency is the fitted concentration of half-maximal effect; % of control where 0% means no effect; nearly all actives have a fitted effect of over 45% in size
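H1299 (p53-null), stable ts p53-A138V + BP100-Luc; 1000 cells/well, Opti-MEM/10% FBS; cpd 4 pt, 1:5; 24 h, 37 deg C, 5% CO2; detection reagent 10 min RT; luminescence.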
A-T KAP1 phos: potential ataxia-telangiectasia treatments restoring KAP-1 phosphorylation | […] A-T fibroblasts, KAP-1 phosphorylation AlphaLISA; neocarzinostatin DNA damage 30 min before lysis | Potency, µM (titrated, usually from 57.5 µM), without a hit: at the top dose activation, usual class: activators | 0.19% of 320,000 active; note: potency is the fitted concentration of half-maximal effect; % of control where 0% means no effect; nearly all actives have a fitted effect of over 45% in size
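ATM-like activity read as KAP-1 phosphorylation via AlphaLISA donor/acceptor antibody pairs after lysis and 6 hr at 25C. Cells were ATM-null patient fibroblasts ([…], hTERT), dosed 60 min, then exposed to the DSB inducer NCS for 30 min.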
B2AR arrestin: agonists driving beta-arrestin recruitment to human beta2-adrenergic receptor; Potency, µM (titrated, usually from 46.1 µM), without a hit: top-dose activation, hits mostly activators; AID 492947; P07550; 0.02% of 330,000 active; beta-arrestin recruitment to beta2AR, cell-based reporter;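 note: potency is the fitted concentration of half-maximal effect; 0% = DMSO controls and full agonism = EC100 isoproterenol or metaproterenol; nearly all actives have a fitted effect of over 65% in size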
PTAP TSG101 blk: blocks PTAP/TSG101 interaction to inhibit HIV-1 budding | Fluorescence polarization, FITC-PTAP peptide / Tsg101 binding | Potency, µM (top dose mostly 115 µM), for inactives: at the highest dose activity change, negative = inhibition, hits mostly inhibitors | 340,000 tested, under 10 active | AID 493005; active = well fitted inhibition curve with a large enough effect in the main read-out, with a control signal flat, not every such curve was filed as active; inconclusive = small, poorly fitted or top-dose-only effect, or effect the other way, or a change in a side signal; inactive = no such curve, though single readings can be large or run the other way; note: potency is the fitted concentration of half-maximal effect; % of control where 0% means no effect
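Fluorescence polarization binding of Tsg101 binding domain (10 uM final) to FITC-labeled PTAP peptide (50 nM final) in HEPES pH 7.5 buffer with NaCl, Tween 20, EDTA, TCEP. Compounds added before peptide; binding 20 min at RT.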
a7 integrin act: integrin-mediated muscular dystrophy alleviation activation. alpha7betagal myoblasts, beta-gal FDG fluorescence, 48 h. Potency, µM (top dose mostly 38.3 µM), without a hit: at the highest dose activation, hits mostly activators. 0.064% of 350,000 active;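 note: potency is the fitted concentration of half-maximal effect; 100% = response of the positive control SU9516; nearly all actives have a fitted effect of over 60% in size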
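alpha7betagal+/- myoblasts (passage 13, 250/well) treated 48 h at 37C with compounds at 1:260 dilution of DMSO stock. Lysed, then beta-galactosidase activity read as FDG fluorescence (ex 480/em 540) after 30 min, with pre-read for autofluorescence.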
TCR act: activators of T cell receptors | AID 504894 | 330,000 tested, under 10 active | primary human leukocytes, anti-CD3, IL-2 HTRF, 48 h | Potency, µM (highest dose often 9.22 µM), for the others: at the top dose activation of IL-2 secretion, most hits filed as activators; note: % of control where 0% means no effect
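IL-2 produced over 48 hr by a-CD3 bead-stimulated primary human leukocytes exposed to compounds was detected with a homogeneous time-resolved FRET immunoassay, 665nm acceptor signal after 320nm excitation.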
BRCA1 expr up: increases BRCA1 expression. AID 624202. MCF7-BRCA1-FFLuc reporter, luminescence, 48 h; response scale: scaled: vehicle 0%, 10 µM genistein 100%. Potency, µM (series often up to 46.1 µM), for inactives: at the highest dose activation, actives largely listed as activators. 1.1% of 380,000 active; note: potency is the fitted concentration of half-maximal effect; nearly all actives have a fitted effect of over 80% in size; some results filed as inactive show a strong effect at the top dose
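Luminescence from a BRCA1-driven firefly luciferase in MCF7 cells was the read-out, taken 15 min after substrate addition following 48 h compound exposure at 37 °C. Data were normalized to a 10 microM genistein control and DMSO vehicle.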
MLL CXXC-DNA inh: MLL CXXC-DNA interaction inhibition. 0.037% of 290,000 active. Potency, µM (top dose mostly 115 µM), for inactives: at the top dose activity change, negative = inhibition, actives largely listed as inhibitors. AID 2662. MLL-CXXC / FITC-HOXA9 DNA fluorescence polarization; active = well fitted inhibition curve with a large enough effect in the polarisation, with a control signal flat, not every such curve was filed as active; inconclusive = small, poorly fitted or top-dose-only effect, or effect the other way, or a change in a side signal; inactive = no such curve, though single readings can be large or run the other way; the % refers to the polarisation; note: potency is the fitted concentration of half-maximal effect
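Purified MLL-CXXC (added from a 7 uM solution) was preincubated 5 min at ambient with pinned compounds in 50 mM Tris-HCl pH 7.5, 50 mM NaCl, 1 mM DTT, 0.05% BSA. Fluorescein-labeled HOX-A9 DNA (50 nM solution) followed, 30 min, then polarization read.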
ELG1 DNA repair: ELG1-dependent DNA repair inhibition. AID 504467. Potency, µM (titrated, usually from 46.1 µM), without a hit: at the top dose activity change, negative = inhibition, usual class: inhibitors. HEK293T ELG1-luciferase reporter, luminescence, 16 h; DNA damage induced by 5-fluorouridine. 2.3% of 330,000 active; note: potency is the fitted concentration of half-maximal effect; % is set by controls: 0 for no effect and ±100 for the full control effect; nearly all actives have a fitted effect of over 55% in size
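5-Fluorouridine DNA damage + compound/DMSO, 2,000 cells/well, 16 h, 37 °C/5% CO2. ONE-Glo, 30 min RT, luminescence. Readout = decrease in reporter signal.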
* marks the source's active call; other numbers are inactive results; ? = inconclusive; · = no result given; [ ] = another dose, or the depositor's remark. Unless noted, calls come from the whole dose curve; as a rule, active = well fitted curve in the direction sought with a large enough effect; inconclusive = small, poorly fitted or top-dose-only effect, or another doubt; inactive = no such curve, though single readings can be large; an effect the other way counts as inactive or inconclusive.

SMILES | TRPV1 agonist | p53 reactivator | A-T KAP1 phos | B2AR arrestin | PTAP TSG101 blk | a7 integrin act | TCR act | BRCA1 expr up | MLL CXXC-DNA inh | ELG1 DNA repair
O=C(Cn1c(=O)oc2ccccc21)Nc1nc(-c2ccc(Br)cc2)cs1 | ? | ? | -2% | 0.4% | 0% | 2% | 7%[46.1 µM] | -41% | 66%[activator] | 13%
CCn1c(/C=C\c2ccccc2C)nc2ccccc2c1=O | 28 | 8% | 0% | -1.3% | -2% | -30% | -3% | 37% | -3% | -16%
Fc1cccc(F)c1CN1CCN(c2ncccn2)CC1 | 6 | -2% | -5% | -1.7% | -3% | -16% | -3% | 9% | 8% | 12%
COC(=O)c1sc(S(=O)(=O)N2CC(C)OC(C)C2)c(C(=O)OC)c1C (stereo unspecified) | 3 | -5% | 4% | -0.9% | -3% | -2% | -2% | -9% | · | 6%
N/C(=N\OC(=O)c1cccc(Br)c1)c1ccccc1 | 8 | 15% | 15% | -0.5% | -1% | -15% | -6% | -33% | 5% | ?
Cc1cccc(CN2CCN(CC(C)C)C(CCO)C2)n1 (stereo unspecified) | -1 | -1% | -9% | -1.0% | -2% | -15% | -9% | 1% | -28% | 5%
CN(CC1COc2ccccc2O1)C(=S)Nc1ccccc1 (stereo unspecified) | · | · | · | · | 1% | 0% | -5% | 36% | · | ·
Cc1c(N=Cc2cccnc2)c(=O)n(-c2ccccc2)n1C | -3 | -4% | 9% | -0.3% | -7% | -16% | -4%[46.1 µM] | -15% | 22% | 5%
COC(=O)c1ccc(CSc2nnc(NC(=O)C3CC(=O)N(Cc4ccc(C)cc4)C3)s2)cc1 (stereo unspecified) | 3 | 2% | 16% | 0.0% | -10% | -2% | 1%[46.1 µM] | 1% | 17% | 2%
CC(C)(C)C(=O)Nc1cccc(-c2nnc(-c3cccc(NC(=O)C(C)(C)C)c3)o2)c1 | -1 | -9% | 2% | -0.4% | 1% | ? | 2%[46.1 µM] | -1% | -2% | 4.6µM*
COc1ccc(NC(=O)Nc2cccc3c2O[C@H](CN(C)C(=O)Nc2ccccc2)[C@@H](C)CN([C@H](C)CO)C3=O)cc1 | · | 12% | -2% | -0.2% | -1% | 21% | 0% | 4% | · | ?
Cc1cccc(OCCn2ccnc2)c1 | 4 | · | 10% | 6.7% | -2% | 21% | -3% | -10% | 12% | -6%
Cn1c(N)c(C(=O)CSc2nnc(C3CC3)n2Cc2ccccc2)c(=O)[nH]c1=O | 2 | -1% | 17% | -0.3% | -6% | 15% | 1% | 3% | · | 2%
O=C(CN1CCOCC1)N/N=C/c1ccc(-c2ccc(Br)cc2)o1 | · | -5% | 0% | -0.4% | -1% | 11% | -28% | 17% | 2% | 12%
O=C(NNS(=O)(=O)c1ccc(F)cc1)C1CCN(S(=O)(=O)c2ccccc2)CC1 | -1 | -1% | 2% | 0.3% | -4% | 10% | 2% | 0% | -3% | 5%
CC(C)NC(=O)c1ccccc1-c1nc(-c2ccccc2Cl)no1 | 14 | 1% | 6% | -0.5% | 2% | 9% | 4% | 8% | 4% | 0%
Cn1[nH]c(=O)c2ccccc2c1=O | 3 | 4% | -5% | -0.3% | -8% | -11% | 0% | -1% | -6% | 5%
CSCCC(NS(=O)(=O)c1ccc(Br)cc1)C(=O)OCC(=O)NC1CC1 (stereo unspecified) | -1 | -7% | -1% | -0.1% | 2% | 8% | 11% | 0% | 6% | -3%
COc1ccc2c(CC(=O)NC(Cc3ccc(Cl)cc3)C(=O)O)cc(=O)oc2c1C (stereo unspecified) | 1 | -8% | 6% | 2.8% | 0% | -1% | 2% | 4% | 3% | 0%
CCn1cc(CCC(=O)NC2CCCC2)c2ccccc21 | 12 | -1% | 2% | 0.0% | -2% | 11% | -1% | -14% | 5% | 18%
Cc1cccc(S(=O)(=O)Nc2ccc(-n3c(C)nc4ccccc4c3=O)cc2)c1 | -3 | 2% | -2% | 0.2% | -11% | 5% | -5% | -1% | · | -15%
O=C(OC12CC3CC(CC(C3)C1)C2)c1ccc(NCc2cc(O)ccc2O)cc1 | · | · | · | · | -4% | -42%[inhibitor] | 0% | -93% | · | ·
Cc1ccc(C)c(N(CC(=O)NC2CCCC2)C(=O)c2cc3cc4cc(C)ccc4nc3s2)c1 | 14 | -15% | -1% | 0.3% | -3% | 5% | 1% | -4% | -2% | 1%
COc1ccc2cc(C(C)C(=O)N3CCC(C(N)=O)CC3)ccc2c1 (stereo unspecified) | -1 | -3% | -4% | -1.1% | -9% | 0% | 8% | -3% | -3% | 12%
CCCc1cc(N2CCCC(C(=O)Nc3cc(Cl)ccc3OC)C2)n2ncnc2n1 (stereo unspecified) | · | · | · | · | -1% | -16%[7.66 µM] | 3% | -1% | · | ·
Cc1cccc(N(C(=O)CCC(=O)Nc2cc(C)on2)C(C(=O)NC2CCCC2)c2ccncc2)c1 (stereo unspecified) | 1 | -7% | -3% | 0.1% | -5% | -2% | -3% | -3% | -6% | -1%
Cc1cccc(C(=O)NCC(=O)N2CC=C(c3ccccc3)CC2)c1 | 2 | -3% | 4% | -0.1% | 0% | -19% | · | -11% | · | -10%
CC(C)OC(=O)c1c(NC(=O)c2cnn3c2NC(c2ccccc2)CC3C(F)F)sc2c1CCCC2 (stereo unspecified) | 0 | 2% | 3% | -0.1% | · | · | · | · | 1% | 14%
COc1cccc(-c2cc(C(=O)NCCN3CCOCC3)no2)c1 | -3 | -2% | 1% | 0.1% | -5% | 11% | 2% | 0% | -2% | 15%
Cc1cc(=O)n2nc(N3CCCC(C(=O)NCc4ccc(F)cc4)C3)sc2n1 (stereo unspecified) | 0 | 9% | -2% | -0.1% | -4% | ? | 2% | 5% | 27% | 7%
COc1ccc(N2CCN(C3CCCN(C(=O)C4=C(C)OCCO4)C3)CC2)cc1 (stereo unspecified) | -1 | 5% | 1% | 0.5% | 5% | -7% | 7% | -6% | 7% | 3%
O=C(O)c1ccc(N/N=C/c2ccc(F)c(F)c2)cc1 | -3 | 25% | -4% | -0.1% | 2% | 31% | -1%[46.1 µM] | 1% | -17% | ?
CCOC(=O)c1sc2nc3n(c(=O)c2c1C)CCCCC3 | 22 | ? | 11% | -0.1% | -6% | -20% | 1% | ? | 0% | ?
O=C(O/N=C/c1ccc(Br)cc1)c1ccc(F)cc1 | · | · | · | · | -1% | 17% | -5% | 11% | · | ·
O=C(Nc1ncn[nH]1)c1ccc(Cl)c(S(=O)(=O)N2CCCCCC2)c1 | -3 | 3% | -3% | -0.8% | -2% | 13% | 4% | -3% | 46%[activator] | ?
O=C(c1cccs1)n1nc(-c2cccnc2)nc1NCc1ccco1 | 14 | 9% | -4% | 0.1% | -6% | 1% | 6% | -15% | 3% | ?
COc1ccc(N2CCN(S(=O)(=O)c3c(C)noc3/C=C/N(C)C)CC2)cc1 | 11 | 0% | 9% | -0.6% | 4% | 13% | 8% | -11% | 44%[activator] | 7%
COc1ccc(C)cc1NC(=O)CCCN1C(=O)CN(C)C1=O | 0 | -2% | 11% | 0.0% | 3% | 6% | 8% | -2% | · | 20%
COc1ccc(OC)c(S(=O)(=O)N(C)CC(=O)N2CCCCC2)c1 | -3 | 3% | -1% | 0.6% | -6% | 37% | 7% | -1% | -14% | 0%
CCOc1ccc(NS(=O)(=O)c2ccc3c(c2)N(C(C)=O)CCS3)cc1 | -3 | 19% | -2% | -1.0% | 1% | 0% | 8% | -6% | 14% | 1%

Whole records, quoted from the list:
CCOC(=O)c1sc2nc3n(c(=O)c2c1C)CCCCC3 in the list: TRPV1 agonist: 22; p53 reactivator: ?; A-T KAP1 phos: 11%; B2AR arrestin: -0.1%; PTAP TSG101 blk: -6%; a7 integrin act: -20%; TCR act: 1%; BRCA1 expr up: ?; MLL CXXC-DNA inh: 0%; ELG1 DNA repair: ?
COc1ccc(OC)c(S(=O)(=O)N(C)CC(=O)N2CCCCC2)c1 in the list: TRPV1 agonist: -3; p53 reactivator: 3%; A-T KAP1 phos: -1%; B2AR arrestin: 0.6%; PTAP TSG101 blk: -6%; a7 integrin act: 37%; TCR act: 7%; BRCA1 expr up: -1%; MLL CXXC-DNA inh: -14%; ELG1 DNA repair: 0%
